Source: PubChem (National Center for Advancing Translational Sciences (NCATS))
Abeta yeast res: A-beta toxicity reversal in yeast | yeast expressing A-beta42, growth rescue, OD600, 48 h; response scale: 0% DMSO, 100% iron-clioquinol control | Potency, µM (top dose mostly 46.1 µM), for the others: top-dose growth rescue, usual class: activators | 0.063% of 410,000 active; also: potency is read from the fitted curve at half-maximal effect; nearly all actives have a fitted effect of over 55% in size
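Yeast A-beta toxicity model in growth medium with pinned compounds, 48 h at 30 C; growth read as absorbance at 600 nm. Normalized to FeCl3/clioquinol equimolar mix (positive) and DMSO (negative).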
HEK293 tox: cytotoxicity in counter-screen for GLP-1R inverse agonists; Potency, µM (series often up to 38.3 µM), without a hit: at the highest dose activity change, negative = inhibition, most hits filed as inhibitors; 0.13% of 410,000 active; HEK293 cAMP-luciferase reporter cells, luminescence, 24 h;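 also: loss of luciferase light is scored as toxicity; potency is read from the fitted curve at half-maximal effect; % is scaled to controls: 0 for no effect and ±100 for the full control effect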
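Seeding density was 200 cells/uL; after overnight-length (12 h) culture, 23 nL compounds went on for 24 h at 37 °C. Readout used a luciferase detection reagent, luminescence taken after 12 min at room temperature.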
aSyn rescue: alpha-synuclein toxicity inhibition in yeast; Yeast expressing alpha-synuclein, growth rescue, BacTiter-Glo, 24 h; Potency, µM (doses to about 46.1 µM), without a hit: at the highest dose growth rescue (activation), hits mostly activators; 0.14% of 370,000 active; also: potency is read from the fitted curve at half-maximal effect; % of control where 0% means no effect; nearly all actives have a fitted effect of over 65% in size
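Readout is rescue of growth in alpha-synuclein-expressing yeast, so inhibitors of toxicity appear as activators. Growth after 24 hr at 30 deg C in galactose medium is quantified by luminescence.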
TDP43 rescue: inhibitors of TDP-43 toxicity in yeast. TDP-43 expressing yeast growth rescue, BacTiter-Glo, 24 h. Potency, µM (titrated, usually from 46.1 µM), for inactives: at the highest dose growth rescue (activation), usual class: activators. 1.8% of 410,000 active. AID 652104; also: potency is read from the fitted curve at half-maximal effect; % of control where 0% means no effect; nearly all actives have a fitted effect of over 50% in size
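In this qHTS, compounds that restore growth of yeast expressing TDP-43 appear as activators. Cells (OD600=0.02, galactose medium, raffinose-pregrown) are incubated with compound 24 hr at 30 deg C and growth is quantified by BacTiter-Glo.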
Mm-Cpn inhibitor: M. maripaludis TRiC chaperonin inhibition. Potency, µM (titrated, usually from 76.9 µM), for the others: top-dose activity, negative = inhibition, usual class: inhibitors. 0.031% of 330,000 active. purified Mm-Cpn ATPase, ADP Transcreener TR-FRET; also: potency is read from the fitted curve at half-maximal effect; % is scaled to controls: 0 for no effect and ±100 for the full control effect; nearly all actives have a fitted effect of over 80% in size
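ATPase read-out: TR-FRET ADP immunoassay (anti-ADP Eu cryptate vs ADP-d2), ex 320 nm, em 590/665 nm; signal drops as ADP forms. Enzyme 25 nM, ATP 10 uM, 30 min at 37°C after 10 min compound preincubation.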
FUS yeast rescue: FUS proteinopathy suppression in yeast. AID 1347120. 0.24% of 390,000 active. S. cerevisiae FUS-expressing, growth rescue, OD600, 24 h. Potency, µM (top dose mostly 76.6 µM), without a hit: top-dose growth rescue (activation), usual class: activators;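 also: potency is read from the fitted curve at half-maximal effect; plate controls were DMSO vehicle for no effect and reference control for full effect; nearly all actives have a fitted effect of over 55% in size; some results filed as inactive show a strong effect at the top dose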
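Steps: raffinose overnight preculture; dilution to OD 0.005 in 2% galactose minimal medium; compound addition (concentration series); 24hr at 30C, 99% humidity; absorbance read at 600 nm.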
pAkt inh: Akt phosphorylation inhibition; Neuro2A IGF-stimulated pAkt S473 HTRF, 20 min; active compounds read low; activity change, % for hits at 50 µM; 0.32% of 360,000 active; in the data active = activity change below about -80%; inconclusive = mostly about -51% to -80%; also: % is scaled to controls: 0 for no effect and ±100 for the full control effect
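Neuro2A cells in DMEM with 0.5% FBS, overnight at 37 deg C, given compound at single 50 µM final, then IGF (6 nM final) for 20 min at 37 deg C. Lysed; phospho-Akt Ser473 by HTRF after 24 h, 665/615 ratio.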
PTHR1 ag: activates the human parathyroid hormone receptor PTHR1; HEK293 GP2 PTHR1 cells, GloSensor cAMP luminescence, 1 h; 0.075% of 410,000 active; Q03431; AID 743266; Potency, µM (highest dose often 115 µM), for inactives: at the highest dose activation, usual class: activators; also: potency is read from the fitted curve at half-maximal effect; nearly all actives have a fitted effect of over 55% in size; some results filed as inactive show a strong effect at the top dose; inactives centre near -15; many of its hits are not listed in these tables
Target sequence (Q03431 whole entry, looked up): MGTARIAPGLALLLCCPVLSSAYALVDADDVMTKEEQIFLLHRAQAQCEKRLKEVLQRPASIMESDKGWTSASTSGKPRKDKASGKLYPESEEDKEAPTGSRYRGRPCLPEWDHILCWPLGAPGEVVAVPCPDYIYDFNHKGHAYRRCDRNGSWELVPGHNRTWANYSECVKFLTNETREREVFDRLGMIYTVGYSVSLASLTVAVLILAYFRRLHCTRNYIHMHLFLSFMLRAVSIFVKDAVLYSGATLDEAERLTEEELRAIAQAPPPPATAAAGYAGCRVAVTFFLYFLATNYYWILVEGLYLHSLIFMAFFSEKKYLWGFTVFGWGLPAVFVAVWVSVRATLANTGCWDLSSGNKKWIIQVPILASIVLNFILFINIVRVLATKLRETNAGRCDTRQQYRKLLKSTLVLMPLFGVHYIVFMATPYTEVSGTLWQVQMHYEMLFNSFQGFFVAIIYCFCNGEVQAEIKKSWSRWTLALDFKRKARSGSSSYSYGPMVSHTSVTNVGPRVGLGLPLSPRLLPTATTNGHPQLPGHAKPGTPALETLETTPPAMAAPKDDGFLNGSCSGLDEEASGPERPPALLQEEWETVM
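HEK-293-derived GP2 cells expressing PTHR1 and a GloSensor cAMP reporter, 3,000/well, plated overnight, given luciferin plus IBMX (each 0.5 mM as added) for 1 h at 37 °C, then compound for 1 h at 37 °C. Luminescence was read after 15 min at room temperature.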
GLP-1R inv ag: inverse agonists of human GLP-1 receptor; HEK293 GLP-1R CRE-luciferase, luminescence, 24 h; GLP-1R form is constitutively active; P43220; Potency, µM (doses to about 38.3 µM), without a hit: top-dose activity change, negative = inhibition, most hits filed as inhibitors; 1.6% of 410,000 active; also: potency is read from the fitted curve at half-maximal effect; % is scaled to controls: 0 for no effect and ±100 for the full control effect; nearly all actives have a fitted effect of over 55% in size
Target sequence (P43220 whole entry, looked up): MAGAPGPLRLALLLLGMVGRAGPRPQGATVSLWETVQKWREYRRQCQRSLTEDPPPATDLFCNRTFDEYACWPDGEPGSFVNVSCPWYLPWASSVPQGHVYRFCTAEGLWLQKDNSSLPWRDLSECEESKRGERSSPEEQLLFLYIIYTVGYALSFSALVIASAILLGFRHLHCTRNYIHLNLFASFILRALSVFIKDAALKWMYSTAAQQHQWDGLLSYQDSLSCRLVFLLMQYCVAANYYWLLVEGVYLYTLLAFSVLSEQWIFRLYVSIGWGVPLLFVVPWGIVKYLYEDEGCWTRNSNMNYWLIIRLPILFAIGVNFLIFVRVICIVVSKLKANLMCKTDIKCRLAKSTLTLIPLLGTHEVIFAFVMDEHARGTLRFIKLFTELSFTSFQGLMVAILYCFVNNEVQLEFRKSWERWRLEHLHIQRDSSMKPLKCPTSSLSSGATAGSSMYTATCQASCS
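GLP-1R inverse agonism mode: basal reporter luminescence in engineered HEK293 cells measured after one day of compound exposure at 37 deg C, with a 12 min room-temperature detection step.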
Numbers without * were called inactive; i = inactive; ? = inconclusive; / = not tested or not shown; [ ] = another dose, or the depositor's remark. Unless noted, calls follow the shape of the dose curve; as a rule, active = well fitted curve in the direction sought with a large enough effect; inconclusive = small, poorly fitted or top-dose-only effect, or another doubt; inactive = no such curve, though single readings can be large; an effect the other way counts as inactive or inconclusive. A portion of the library, so the mix of outcomes need not match the whole.

[1] COc1ccc2nc(NC(=O)C(NS(=O)(=O)c3cccs3)C(C)C)sc2c1 (configuration not stated)
[2] COc1ccc(S(=O)(=O)N2CCN(C(=O)c3cc(C)nc4ccccc34)CC2)cc1OC
[3] CCCCCC1CC(CC(=O)NC(=S)Nc2ccccc2Cl)C(=O)O1 (configuration not stated)
[4] COc1ccc(S(=O)(=O)N(CC(=O)N2CCN(C)CC2)c2ccccc2)cc1OC
[5] N#CCCN(C(=O)COC(=O)c1ccc2c(=O)n3c(nc2c1)CCC3)c1ccc(F)cc1
[6] O=C(CCl)NN1C(=O)NC(c2ccccc2)(c2ccccc2)C1=O
[7] CC(=O)c1cccc(NC(=O)C(=O)c2cn(CC(=O)N3CCCCC3)c3ccccc23)c1
[8] C/C(=N\NC(=O)CC#N)c1ccc(Oc2ccccc2)cc1
Compound,1,2,3,4,5,6,7,8
Abeta yeast res,13%,-9%,2%,5%,20%,-7%,3%,-2%
HEK293 tox,-20%,4%,-4%,11%,-7%,-46%,15%[0.307 µM],4%
aSyn rescue,2%,-3%,7%,-1%,-5%,-3%,-1%,2%
TDP43 rescue,-12%,17%,-7%,-7%,-6%,15%,1%,15%
Mm-Cpn inhibitor,-2%,2%,2%,2%,2%,1%,0%,-1%
FUS yeast rescue,26%,18%,27%,14%,30%,-5%,35%,-14%
pAkt inh,i,i,i,i,i,i,i,i
PTHR1 ag,-32%[inhibitor][57.5 µM],i,i,i,-41%[inhibitor],-36%[inhibitor],-21%,-3%
GLP-1R inv ag,7%,18%,-2%,0%,0%,-10%,-22%[0.307 µM],-3%

[9] Cc1nc(N)ncc1C(=O)Nc1ccccc1
[10] O=C1c2ccccc2C(=O)N1CCCCN(C(=O)c1cc2ccccc2oc1=O)c1ccc(F)cc1F
[11] Cn1c(SCC(=O)c2ccccc2)nnc1-c1ccc(O)cc1
[12] CC(C)NC(=O)C1C(c2ccc(C(F)(F)F)cc2)=Nc2ccccc2N1C(=O)c1cc2ccccc2[nH]1 (configuration not stated)
[13] COc1cc(Nc2nc3c(S(=O)(=O)c4cccc(Cl)c4)nnn3c3ccsc23)cc(OC)c1
[14] O=C(c1ccccc1)N1CCSC1=S
[15] O=c1[nH]c(C(F)(F)F)nc2c1nc1n2CCC1
[16] CCOC(=O)c1c(NS(=O)(=O)c2cccc(OC)c2)sc2c1CCC2
Compound,9,10,11,12,13,14,15,16
Abeta yeast res,-6%,-17%,10%,0%,6%,-66%[inhibitor],4%,4%
HEK293 tox,-4%,6%,-7%,2%,5%,-4%,5%,-11%
aSyn rescue,2%,10%,2%,16%,/,-21%,0%,1%
TDP43 rescue,1%,-9%,20%,4%,14%,38%,-3%,-4%
Mm-Cpn inhibitor,-3%,1%,0%,/,/,1%,/,-4%
FUS yeast rescue,-22%,15%,0%,34%,2%,9%,-17%,12%
pAkt inh,i,i,i,i,/,i,i,i
PTHR1 ag,-20%,-33%[inhibitor],-22%[57.5 µM],-30%[inhibitor],i,i,18%,-24%
GLP-1R inv ag,-1%,?,2%,-11%,15%,-13%,1%,-19%

[17] C=CCC1CCCC(=O)N2CC[C@H](O)C12 (some centres not stated)
[18] CC(C)CNC(=S)NC(=O)c1ccc([N+](=O)[O-])cc1
[19] O=C(N[C@@H](Cc1ccc(Br)cc1)C(=O)O)OCC1c2ccccc2-c2ccccc21
[20] c1ccc(CCNc2nc(-c3ccccn3)cs2)cc1
[21] Cc1c(NC(=O)CSCc2c(F)cccc2Cl)c(=O)n(-c2ccccc2)n1C
[22] CCn1cc(C2=NOC(C(=O)O)C2)c(C)n1 (configuration not stated)
[23] CC(C)(C)c1nn2cnnc2n(/N=C/c2cccc3ccccc23)c1=O
[24] CCCCCCSc1nnc(-c2cnn(-c3ccccc3)c2-n2cccc2)n1C
Compound,17,18,19,20,21,22,23,24
Abeta yeast res,0%,-15%,-14%,?,7%,-8%,-6%,-31%[inhibitor]
HEK293 tox,-8%,?,-15%,?,-7%,-7%,45%[activator],?
aSyn rescue,-4%,-39%[inhibitor],1%,4%,-1%,3%,22%,-10%
TDP43 rescue,-14%,18%,0%,23%,/,-9%,-13%,0%
Mm-Cpn inhibitor,-2%,2%,1%,3%,-2%,0%,2%,1%
FUS yeast rescue,-8%,?,2%,-3%,11%,9%,14%,29%
pAkt inh,i,i,i,i,i,i,i,i
PTHR1 ag,-5%,i,i,-5%,i,-25%,-20%,-90%[inhibitor]
GLP-1R inv ag,3%,10µM*,-8%,?,?,3%,19%,4.5µM*

Part of the list above in a different format:
Below each compound: Abeta yeast res | HEK293 tox | aSyn rescue | TDP43 rescue | Mm-Cpn inhibitor | FUS yeast rescue | pAkt inh | PTHR1 ag | GLP-1R inv ag
19. O=C(N[C@@H](Cc1ccc(Br)cc1)C(=O)O)OCC1c2ccccc2-c2ccccc21
  -14% | -15% | 1% | 0% | 1% | 2% | i | i | -8%
20. c1ccc(CCNc2nc(-c3ccccn3)cs2)cc1
  ? | ? | 4% | 23% | 3% | -3% | i | -5% | ?
21. Cc1c(NC(=O)CSCc2c(F)cccc2Cl)c(=O)n(-c2ccccc2)n1C
  7% | -7% | -1% | / | -2% | 11% | i | i | ?

(list continues)
[25] CC1CCN(C(=O)/C=C/c2ccc(C(C)(C)C)cc2)CC1
[26] O=C(Nc1ccc2c(c1)C(=O)c1ccccc1-2)c1ccccc1
[27] CS(=O)(=O)c1ccc(Cl)c(NC(=O)c2cccc(-n3cnnn3)c2)c1
[28] O=S(=O)(c1ccccc1)c1nc(-c2ccccc2)oc1N1CCCCC1
[29] Cc1occc1-c1nnc(SCC(=O)Nc2nc(-c3ccccc3)cs2)o1
[30] O=C(Nc1nc(-c2cc(F)ccc2F)cs1)c1ccccn1
[31] CC12CCC(=O)N1C(C(=O)NNC(=O)c1ccccc1)CS2 (configuration not stated)
[32] O=C(CC(C(=O)O)C1CCCO1)NCCc1ccc2c(c1)OCO2 (configuration not stated)
Compound,25,26,27,28,29,30,31,32
Abeta yeast res,16%,7%,6%,5%,7%,9%,1%,-15%
HEK293 tox,1%,-14%,-3%,2%,-1%,?,13%,3%
aSyn rescue,13%,-2%,-3%,-2%,2%,1%,-5%,9%
TDP43 rescue,-21%,-12%,9%,-5%,-14%,?,10%,-13%
Mm-Cpn inhibitor,1%,/,0%,-3%,0%,-5%,1%,0%
FUS yeast rescue,21%,-6%,19%,26%,34%,1%,-7%,-11%
pAkt inh,i,i,i,i,i,i,i,i
PTHR1 ag,-38%[inhibitor],-9%,i,?,21%[57.5 µM],-20%,i,i
GLP-1R inv ag,?,5%,-1%,-6%,0%,?,14%,3%

[33] Cc1cc(COc2ccccc2OCc2cc(C)no2)on1
[34] CC(C)N1CN=C(Nc2nc3ccccc3o2)NC1
[35] Cc1cc(OC(C)C(=O)NCC(O)c2ccccc2)c2c(C)cc(=O)oc2c1 (configuration not stated)
[36] O=C(CN1C(=O)NC2(CCCC2)C1=O)OCCOc1ccccc1Cl
[37] CCCSc1nc2cc(C)c(C)cc2n1CC(C)O (configuration not stated)
[38] CC(C)(C)n1nc2c(c1NC(=O)C1CC(=O)N(c3ccc(Cl)cc3)C1)CS(=O)(=O)C2 (configuration not stated)
[39] Cc1ccc(S(=O)(=O)N2CCCC(C(=O)NCCc3ccc(S(N)(=O)=O)cc3)C2)cc1 (configuration not stated)
[40] O=C(Nc1cc(C(F)(F)F)ccc1N1CCOCC1)c1ccccc1
Compound,33,34,35,36,37,38,39,40
Abeta yeast res,6%,11%,1%,25%,-11%,10%,-13%,27%
HEK293 tox,-4%,2%,-20%,-9%,-13%,-2%,-6%,9%
aSyn rescue,-10%,5%,2%,0%,0%,-2%,2%,-8%
TDP43 rescue,19%,-2%,4%,19%,-9%,3%,-23%,6%
Mm-Cpn inhibitor,3%,0%,-5%,-5%,0%,0%,1%,0%
FUS yeast rescue,12%,-15%,10%,-5%,-3%,/,-8%,13%
pAkt inh,i,i,i,i,i,i,i,i
PTHR1 ag,-7%[57.5 µM],-1%,-1%,i,-15%,-6%,14%,-9%
GLP-1R inv ag,0%,17%,6%,-11%,-17%,-15%,3%,-28%

[41] COc1ccc(C(=O)N(C)c2c(C)n(C)n(-c3ccccc3)c2=O)cc1OC
[42] CCCCn1nnnc1C(c1cc2ccccc2o1)N1CCN(CC(=O)NC(C)C)CC1 (configuration not stated)
[43] CSCCC1COC(c2cccs2)=N1 (configuration not stated)
[44] CCOc1ccc(CNC(=O)C2CCCN(c3nc4c(C)cc(C)cc4s3)C2)cc1 (configuration not stated)
[45] COc1cccc(C2CC(c3cccs3)Nc3ncnn32)c1 (configuration not stated)
Compound,41,42,43,44,45
Abeta yeast res,-2%,-19%,21%,-16%,13%
HEK293 tox,4%,-13%,-3%[0.307 µM],3%,3%
aSyn rescue,-8%,2%,-7%,/,-1%
TDP43 rescue,0%,1%,-2%,17%,16%
Mm-Cpn inhibitor,-3%,/,2%,/,-2%
FUS yeast rescue,1%,-4%,-6%,-13%,/
pAkt inh,i,i,i,/,i
PTHR1 ag,30%,13%,i,22%,i
GLP-1R inv ag,11%,9%,22%[0.307 µM],9%,-19%
